SMARCA2 act = activators of SMARCA2 function; MG213 cells, MMTV-luciferase reporter, dexamethasone, overnight; AID 652017; activation, % at 9.1 µM; 370,000 tested, 1% active; in the data active = activation above about 7.8%;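 also: 0% = vehicle wells and 100% = reference activator wells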
PLC-gamma1 inh = inhibitors of human phospholipase C gamma1; purified PLC-gamma1, fluorogenic substrate, fluorescence; inhibition, % at 12.2 µM; 370,000 tested, 0.84% active; in the data active = inhibition above about 9.5%
hgDAF-12 ag = activates the H. glycines DAF-12 receptor ligand-binding domain; activation, % at 6.8 µM; 370,000 tested, 1.8% active; HEK293 GAL4-hgDAF12 UAS-luciferase reporter, agonist luminescence; normalized to butyrate control; AID 687014;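 active = activation above a cutoff set at the mean of all screened compounds plus 3 SD, cut at about 10% in these data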;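 also: 0% = DMSO wells and 100% = sodium butyrate wells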
PLCb3 inh = PLC-beta3 (human) inhibition, primary screen. Purified PLC-beta3, fluorogenic substrate, fluorescence. inhibition, % at 12.2 µM. 370,000 tested, 0.18% active. AID 720704; in the data active = inhibition above about 11%;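 also: 0% = median of compound wells on plate and 100% = full blocker control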
MBD2 inh = inhibitors of human MBD2 binding to methylated oligonucleotide; Q9UBB5; TR-FRET; inhibition, % at 4.4 µM; 370,000 tested, 0.31% active; in the data active = inhibition above about 13%
ADAM17 inh = inhibitors of human ADAM17; P78536; recombinant ADAM17, EDANS/DABCYL FRET peptide cleavage; inhibition, % at 6.95 µM; 370,000 tested, 0.83% active; AID 720648;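 active = inhibition above the mean of compounds lying between control limits plus 3 SD, set per campaign, cut at about 8.5% in these data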;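 also: 0% = DMSO-only wells as the low control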
NR1D1 modulator = Rev-erb alpha (human) modulation; P20393; Rev-erbα–FITC-DNA binding, fluorescence polarization, 90 min; activity, % at 10 µM; 370,000 tested, 0.79% active; AID 1259318;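 active = activity above about 14%, limit read from the data; passing the limit was not always enough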;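 also: 0% = DMSO wells with 35 nM protein and 100% = DMSO wells with 750 nM protein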
Target sequence (P20393 whole entry, looked up): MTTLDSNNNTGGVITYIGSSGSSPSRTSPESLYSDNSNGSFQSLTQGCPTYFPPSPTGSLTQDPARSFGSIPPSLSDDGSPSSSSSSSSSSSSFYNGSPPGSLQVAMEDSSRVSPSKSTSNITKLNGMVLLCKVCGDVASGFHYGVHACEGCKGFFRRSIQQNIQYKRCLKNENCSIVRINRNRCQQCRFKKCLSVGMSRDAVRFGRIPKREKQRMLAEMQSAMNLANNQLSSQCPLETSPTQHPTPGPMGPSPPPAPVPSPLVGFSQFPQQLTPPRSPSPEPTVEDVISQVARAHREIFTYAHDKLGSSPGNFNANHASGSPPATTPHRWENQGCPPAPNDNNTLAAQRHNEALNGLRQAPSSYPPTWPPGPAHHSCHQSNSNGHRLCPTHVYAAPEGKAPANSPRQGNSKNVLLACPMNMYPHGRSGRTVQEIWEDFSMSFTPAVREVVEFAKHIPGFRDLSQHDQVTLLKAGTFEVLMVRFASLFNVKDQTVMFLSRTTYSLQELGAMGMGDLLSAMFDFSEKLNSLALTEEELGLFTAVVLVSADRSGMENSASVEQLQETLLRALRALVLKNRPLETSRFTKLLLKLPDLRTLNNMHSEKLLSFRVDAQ
DAX1 inh-1 = DAX1 (NR0B1) inhibition, primary screen | HEK293T StAR-luciferase reporter, SF-1/DAX-1 repression relief | inhibition, % at 6.8 µM | 370,000 tested, 1.1% active | AID 652010;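 active = inhibition above the mean over all tested compounds plus 3 SD, cut at about 3.6% in these data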;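 also: 0% = DAX-1 cells with DMSO and 100% = cells lacking DAX-1 with DMSO; higher inhibition means more luminescence from relief of DAX-1 repression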
hcDAF12 agonist = activates DAF-12 receptor from parasite H. contortus. HEK293 hcDAF-12 lit1-tk-luc reporter, luminescence; 0% DMSO, 100% Δ7-dafachronic acid. 370,000 tested, 1.4% active. activation, % at 6.8 µM;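 active = activation above the mean of all tested compounds plus 3 SD, cut at about 5.5% in these data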;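 also: 100% = response to 3 µM Δ7-dafachronic acid high control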
DAX1 inh-2 = NR0B1 (DAX1) inhibition; P51843; HEK293 Gal4-DAX1 luciferase reporter, luminescence; inhibition, % at 6.75 µM; 340,000 tested, 0.99% active; AID 504766;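 active = inhibition above the mean over all tested compounds plus 3 SD, cut at about 4.2% in these data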;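 also: 0% = DAX1-transfected cells with DMSO and 100% = empty-vector control cells with DMSO; inhibition shows as a rise in luminescence from relieved DAX1 repression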
Target sequence (P51843 207-470 limits assumed): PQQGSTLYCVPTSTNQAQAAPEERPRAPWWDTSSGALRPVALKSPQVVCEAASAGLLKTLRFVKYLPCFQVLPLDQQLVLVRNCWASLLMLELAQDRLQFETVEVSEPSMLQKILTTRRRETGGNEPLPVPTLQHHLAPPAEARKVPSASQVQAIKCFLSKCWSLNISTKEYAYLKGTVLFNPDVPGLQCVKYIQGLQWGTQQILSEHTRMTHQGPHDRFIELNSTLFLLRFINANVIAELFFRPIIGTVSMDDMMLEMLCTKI
ssDAF-12 act = activators of S. stercoralis DAF-12 nuclear receptor | HEK293 ssDAF-12/GRIP1 lit1-tk-luc reporter, luminescence; % of 3 µM dafachronic acid response | activation, % at 6.8 µM | 370,000 tested, 1% active | AID 652126;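 active = activation above the mean over all tested compounds plus 3 SD, cut at about 0.9% in these data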;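 also: 0% = DMSO-only wells and 100% = 3 µM delta7-dafachronic acid wells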
* hit, by the source's call.

`CCCOc1ccc(Cc2c(O)nc(SC)[nH]c2=O)cc1C` gave SMARCA2 act -1, PLC-gamma1 inh 1, hgDAF-12 ag 2.8, PLCb3 inh -5, MBD2 inh -2, ADAM17 inh 0, NR1D1 modulator 3, DAX1 inh-1 0.0, hcDAF12 agonist 0.7, DAX1 inh-2 1.1 and ssDAF-12 act -0.5.
`OCC[n+]1ccc(/C=C/c2c[nH]c3ccccc23)cc1` gave SMARCA2 act -2, PLC-gamma1 inh -185, hgDAF-12 ag -5.4, PLCb3 inh -178, MBD2 inh -81, ADAM17 inh -1, NR1D1 modulator 161*, DAX1 inh-1 -1.0, hcDAF12 agonist 0.9, DAX1 inh-2 -0.6 and ssDAF-12 act -0.4.
Screening O=C(COC(=O)c1ccc(F)cc1F)Nc1cccnc1Cl returned SMARCA2 act -4, PLC-gamma1 inh 2, hgDAF-12 ag 4.1, PLCb3 inh -3, MBD2 inh 4, ADAM17 inh -3, NR1D1 modulator -2, DAX1 inh-1 0.3, hcDAF12 agonist -0.4, DAX1 inh-2 1.1 and ssDAF-12 act -1.6.
O=[N+]([O-])c1cccc(-c2csc(CS(=O)(=O)Cc3ccco3)n2)c1 was read as SMARCA2 act -4, PLC-gamma1 inh -1, hgDAF-12 ag -0.5, PLCb3 inh -5, MBD2 inh 2, ADAM17 inh 0, NR1D1 modulator 3, DAX1 inh-1 -0.6, hcDAF12 agonist -1.4 and ssDAF-12 act -0.3.
For O=P(COCCCCCOCP(=O)(c1ccccc1)c1ccccc1)(c1ccccc1)c1ccccc1 the results were SMARCA2 act -2, PLC-gamma1 inh -2, hgDAF-12 ag 0.3, PLCb3 inh -8, MBD2 inh 6, ADAM17 inh -7, NR1D1 modulator -4, DAX1 inh-1 -0.2, hcDAF12 agonist -2.1, DAX1 inh-2 -0.4 and ssDAF-12 act -1.4.
For CCSc1cc(C2C(C(=O)OC)=C(C)NC3=C2C(=O)CCC3)c(C)o1 (stereo not drawn) the results were SMARCA2 act -4, PLC-gamma1 inh -15, hgDAF-12 ag 0.2, PLCb3 inh -15, MBD2 inh -4, ADAM17 inh -8, NR1D1 modulator -4, DAX1 inh-1 0.5, hcDAF12 agonist -0.5, DAX1 inh-2 0.6 and ssDAF-12 act -0.9.
Cc1cc(/C=N/NC(=O)C(=O)N2CCCC2)c(C)n1-c1cccc(Br)c1 was read as SMARCA2 act 2, PLC-gamma1 inh -11, hgDAF-12 ag 0.1, PLCb3 inh -12, MBD2 inh -8, ADAM17 inh -4, NR1D1 modulator -6, DAX1 inh-1 0.5, hcDAF12 agonist -1.2, DAX1 inh-2 0.0 and ssDAF-12 act -0.6.
`COc1ccc(C2=Nn3c(nnc3-c3ccccn3)SC2)cc1` gave SMARCA2 act 1, PLC-gamma1 inh 2, hgDAF-12 ag -0.5, PLCb3 inh 6, MBD2 inh 4, ADAM17 inh -3, NR1D1 modulator -3, DAX1 inh-1 -1.4, hcDAF12 agonist -1.1, DAX1 inh-2 0.2 and ssDAF-12 act -1.6.
COc1cc(OC)c(C2Nc3ccccc3NC3=C2C(=O)CC(C)(C)C3)cc1OC (stereo not drawn) was read as SMARCA2 act -2, PLC-gamma1 inh -15, hgDAF-12 ag 0.1, PLCb3 inh -21, MBD2 inh -1, ADAM17 inh -3, NR1D1 modulator 7, DAX1 inh-1 -0.5, hcDAF12 agonist 1.0, DAX1 inh-2 3.4 and ssDAF-12 act -0.6.
Cc1ccccc1SC1CCN(Cc2nc(C3CC3)no2)CC1 was read as SMARCA2 act -1, PLC-gamma1 inh 3, hgDAF-12 ag 1.9, PLCb3 inh 2, MBD2 inh -2, ADAM17 inh 0, NR1D1 modulator 7, DAX1 inh-1 -0.3, hcDAF12 agonist -0.7, DAX1 inh-2 0.4 and ssDAF-12 act -1.5.
Screening O=C(OCC1CCNCC1)c1ccc(F)cc1 returned SMARCA2 act 0, PLC-gamma1 inh 0, hgDAF-12 ag -0.1, PLCb3 inh -8, MBD2 inh -1, ADAM17 inh -2, NR1D1 modulator -5, DAX1 inh-1 0.1, hcDAF12 agonist -0.3, DAX1 inh-2 0.9 and ssDAF-12 act -1.0.
CCCOc1ccc2ccccc2c1/C=N/n1cnnc1 was read as SMARCA2 act 0, PLC-gamma1 inh 2, hgDAF-12 ag -0.7, PLCb3 inh -1, MBD2 inh 2, ADAM17 inh 0, NR1D1 modulator -1, DAX1 inh-1 -0.7, hcDAF12 agonist -1.9, DAX1 inh-2 -1.2 and ssDAF-12 act -1.8.

Filtered by structure, those above with a furan ring, fused or not.
O=[N+]([O-])c1cccc(-c2csc(CS(=O)(=O)Cc3ccco3)n2)c1 was read as SMARCA2 act -4, PLC-gamma1 inh -1, hgDAF-12 ag -0.5, PLCb3 inh -5, MBD2 inh 2, ADAM17 inh 0, NR1D1 modulator 3, DAX1 inh-1 -0.6, hcDAF12 agonist -1.4 and ssDAF-12 act -0.3.
For CCSc1cc(C2C(C(=O)OC)=C(C)NC3=C2C(=O)CCC3)c(C)o1 (stereo not drawn) the results were SMARCA2 act -4, PLC-gamma1 inh -15, hgDAF-12 ag 0.2, PLCb3 inh -15, MBD2 inh -4, ADAM17 inh -8, NR1D1 modulator -4, DAX1 inh-1 0.5, hcDAF12 agonist -0.5, DAX1 inh-2 0.6 and ssDAF-12 act -0.9.

(further entries)
Screening Cc1cc(C)cc(OCC(=O)Nc2ccc(S(=O)(=O)Nc3ccccn3)cc2)c1 returned SMARCA2 act 2, PLC-gamma1 inh -12, hgDAF-12 ag 2.3, PLCb3 inh -14, MBD2 inh 5, ADAM17 inh -6, NR1D1 modulator -3, DAX1 inh-1 -0.2, hcDAF12 agonist -2.1, DAX1 inh-2 -0.4 and ssDAF-12 act -1.2.
COc1cc(S(=O)(=O)N2CCN(c3ccccc3)CC2)ccc1Cl was read as SMARCA2 act -1, PLC-gamma1 inh 10*, hgDAF-12 ag 1.4, PLCb3 inh 1, MBD2 inh -1, ADAM17 inh 4, NR1D1 modulator 0, DAX1 inh-1 0.1, hcDAF12 agonist 1.6, DAX1 inh-2 1.0 and ssDAF-12 act -1.2.
For COc1cccc(NC(=O)CC2SC(=Nc3ccccc3)NC2=O)c1 (stereo not drawn) the results were SMARCA2 act 1, PLC-gamma1 inh 0, hgDAF-12 ag -1.5, PLCb3 inh 1, MBD2 inh 1, ADAM17 inh -1, NR1D1 modulator 2, DAX1 inh-1 -0.6, hcDAF12 agonist -2.6, DAX1 inh-2 0.4 and ssDAF-12 act -0.9.
Screening O=c1ccc2cc3ccoc3cc2o1 returned SMARCA2 act 1, PLC-gamma1 inh -14, hgDAF-12 ag -1.6, PLCb3 inh -16, MBD2 inh 2, ADAM17 inh -8, NR1D1 modulator 3, DAX1 inh-1 -0.3, hcDAF12 agonist 0.7, DAX1 inh-2 0.3 and ssDAF-12 act -1.0.
CC(C)C(=O)NC(Nc1cccc([N+](=O)[O-])c1)C(Cl)(Cl)Cl (stereo not drawn) was read as SMARCA2 act -1, PLC-gamma1 inh 3, hgDAF-12 ag 0.6, PLCb3 inh 3, MBD2 inh -5, ADAM17 inh 0, NR1D1 modulator -2, DAX1 inh-1 -1.2, hcDAF12 agonist -0.8, DAX1 inh-2 -1.0 and ssDAF-12 act -0.5.
For Cc1cc(NC(=O)Cn2c(=O)n(Cc3ccccc3)c(=O)c3ccccc32)no1 the results were SMARCA2 act -1, PLC-gamma1 inh 5, hgDAF-12 ag -0.8, PLCb3 inh 5, MBD2 inh 2, ADAM17 inh -2, NR1D1 modulator -4, DAX1 inh-1 -1.2, hcDAF12 agonist -0.9, DAX1 inh-2 -1.0 and ssDAF-12 act -1.4.
For CN(C)CCP(=O)(c1ccccc1)c1ccccc1 the results were SMARCA2 act -2, PLC-gamma1 inh -2, hgDAF-12 ag -2.2, PLCb3 inh 0, MBD2 inh 5, ADAM17 inh -2, NR1D1 modulator 8, DAX1 inh-1 0.3, hcDAF12 agonist -1.1, DAX1 inh-2 0.4 and ssDAF-12 act -1.4.
For Cc1cc(C)cc(-n2c(C)cc(/C=C3\C(=N)N4N=C(CC(C)C)SC4=NC3=O)c2C)c1 the results were SMARCA2 act 3, PLC-gamma1 inh 3, hgDAF-12 ag -0.4, PLCb3 inh -4, MBD2 inh 7, ADAM17 inh -4, NR1D1 modulator 1, DAX1 inh-1 -0.1, hcDAF12 agonist -1.0, DAX1 inh-2 0.6 and ssDAF-12 act -1.0.
Screening O=C(CCCCCN1C(=O)CCC1=O)Nc1ccc2c(c1)OCCO2 returned SMARCA2 act 1, PLC-gamma1 inh -1, hgDAF-12 ag 2.0, PLCb3 inh 2, MBD2 inh -1, ADAM17 inh -4, NR1D1 modulator 2, DAX1 inh-1 -0.5, hcDAF12 agonist -0.4, DAX1 inh-2 2.5 and ssDAF-12 act -1.7.
For COc1ccc(-c2noc(=O)n2CC(=O)N2CCC(Cc3ccccc3)CC2)cc1 the results were SMARCA2 act -5, PLC-gamma1 inh 4, hgDAF-12 ag 0.5, PLCb3 inh 3, MBD2 inh 4, ADAM17 inh -2, NR1D1 modulator 1, DAX1 inh-1 -0.5, hcDAF12 agonist -0.9, DAX1 inh-2 2.7 and ssDAF-12 act -1.6.
Screening COc1ccc(Br)cc1CNC(=O)CCc1nc(-c2ccccc2F)no1 returned SMARCA2 act -1, PLC-gamma1 inh -1, hgDAF-12 ag -1.0, PLCb3 inh 1, MBD2 inh 7, ADAM17 inh 2, NR1D1 modulator -3, DAX1 inh-1 -0.3, hcDAF12 agonist -1.7, DAX1 inh-2 -0.8 and ssDAF-12 act -1.8.
`COc1ccc(/C=N/NC(=O)NC23CC4CC(CC(C4)C2)C3)c(OC)c1` gave SMARCA2 act -2, PLC-gamma1 inh 3, hgDAF-12 ag 1.4, PLCb3 inh 4, MBD2 inh -8, ADAM17 inh -1, NR1D1 modulator -2, DAX1 inh-1 0.1, hcDAF12 agonist 2.1, DAX1 inh-2 -1.7 and ssDAF-12 act -1.3.
COCc1cc(=O)n2[nH]c(-c3ccsc3-n3c(C)ccc3C)cc2n1 was read as SMARCA2 act -4, PLC-gamma1 inh -74, hgDAF-12 ag -3.1, PLCb3 inh -92, MBD2 inh 36*, ADAM17 inh -38, NR1D1 modulator -3, DAX1 inh-1 -0.9, hcDAF12 agonist 0.0, DAX1 inh-2 0.4 and ssDAF-12 act -0.8.
`CCCn1cc(S(=O)(=O)c2ccccc2)c(=O)c2cc(OC)c(OC)cc21` gave SMARCA2 act -2, PLC-gamma1 inh -8, hgDAF-12 ag -1.7, PLCb3 inh -15, MBD2 inh -1, ADAM17 inh -5, NR1D1 modulator -4, DAX1 inh-1 0.0, hcDAF12 agonist -1.6, DAX1 inh-2 1.3 and ssDAF-12 act -0.8.
COC(=O)c1ccccc1NS(=O)(=O)c1ccc(F)cc1 was read as SMARCA2 act -1, PLC-gamma1 inh -2, hgDAF-12 ag -1.4, PLCb3 inh -1, MBD2 inh 3, ADAM17 inh -3, NR1D1 modulator 3, DAX1 inh-1 0.5, hcDAF12 agonist -1.8, DAX1 inh-2 -1.1 and ssDAF-12 act -0.9.

From PubChem

Compounds were not picked by outcome; overall some 7.4% were active at least once.
